# Screening data: PubChem, several laboratories
# sdo1 growth: sdo1-depleted yeast growth rescue. z-score at 10 µM. S. cerevisiae sdo1-depleted JHY4D growth rescue, OD600 30 h; stronger effect = higher value; pdr5 snq2 efflux-pump mutant strain. AID 817. actives 0.21% (n = 140,000);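 active means z-score above 3 at both the 24 hr and the 30 hr optical density reads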;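 further: z-score against mean and SD of all compound wells on the same plate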
# INS promoter inh: TRM-6 insulin promoter activity inhibition; inhibition, % at 2 µM; TRM-6 cells (human fetal islet line), insulin promoter-eGFP reporter, imaging; reporter expression induced with tamoxifen; AID 1273; actives 0.9% (n = 130,000);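 active means inhibition above the mean plus 3 SD, with well images judged a real hit on visual review, cut at about 60% in these data, passing the limit was not always enough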
# sdo1 growth Rescue 24 h: also measured in sdo1 growth; calls as there; z-score; S. cerevisiae sdo1-depleted JHY4D growth rescue, OD600; measured here: growth rescue at 24 h;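 0 is the plate mean of compound wells and units are plate SD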
# The depositor's hits bear a star; i = inactive; . = no result given. Only part of the results is shown; rates above refer to the full screens.
smiles,sdo1 growth,sdo1 growth Rescue 24 h,INS promoter inh
CCCCn1c(O)c(C(CC)=Nc2ccc(OC)cc2OC)c(=O)[nH]c1=O,-1.4,-1.2,19
COC(=O)C(O)(c1c(C)[nH]n(-c2ccccc2)c1=O)C(F)(F)F (stereo not given),0.51,0.27,-25
CCC(=NCC1CCCO1)c1c(O)[nH]c(=O)[nH]c1=O (stereo not given),-0.13,-0.57,21
CC(=NCc1cccnc1)c1c(O)n(-c2ccccc2)c(=O)[nH]c1=O,-0.46,-0.71,-24
Nc1c(C(=O)NCc2ccco2)c2nc3ccccc3nc2n1Cc1ccccc1,-1.3,-0.34,-43
CCOc1ccc(NC(=O)c2ccc(NC(=O)COC(=O)Cc3ccccc3)cc2)cc1,0.41,0.39,3
CCOP(=S)(OCC)SCC(=O)NC(C(=O)O)C(C)C (stereo not given),1.1,1.2,-23
COc1ccc(C(Nc2ccccc2)P(=O)(Oc2ccccc2)Oc2ccccc2)cc1 (stereo not given),-0.98,-1.1,.
CCCCNC(=O)c1c(N)n(Cc2ccc3c(c2)OCO3)c2nc3ccccc3nc12,-0.25,0.42,-51
CN(C)C(=O)Oc1ccc(Br)c2ccccc12,.,.,-65
CCCCn1c(O)c(C(C)=Nc2ccc(OCC)cc2)c(=O)[nH]c1=O,-1.4,-0.73,55
N[C@@H](Cc1c[nH]c2ccccc12)c1nnc(SCc2ccc(Cl)cc2)o1,-2.3,-0.87,-27
O=c1c2ccccc2nc(CSc2ncnc3nc[nH]c23)n1-c1ccc(Cl)c(Cl)c1,0.38,-0.01,.
COc1ccc2nc3oc(C(=O)N4CCC5(CC4)OCCO5)cc3cc2c1,.,.,67
COc1ccc2c(c1)CC1(CN2C)C(=O)NC(=O)N(c2ccc(C)cc2)C1=O (stereo not given),0.84,0.53,46
CCCc1nc2ccccc2c(=O)n1-c1cccc(OC)c1,0.26,0.33,.
N#Cc1ccc(Cn2cc(C(=O)c3ccco3)c3ccccc32)cc1,-1.7,-0.96,-31
C=C1C2C[C@H](O)C(C)(C)[C@@]2(O)[C@H](O)C[C@]23C[C@@](C)(O)[C@H](CC[C@H]12)[C@H]3OC(C)=O (stereo not given in full),0.51,0.31,-15
CCn1ccnc1CN1CCCC(C(=O)c2ccc(OC)cc2OC)C1 (stereo not given),.,.,-22
Cc1nc2ccccc2c(=O)n1-n1cnnc1,1.4,2.3,.
COC(=O)C[C@]1(C(=O)OC)CN(C#N)N(c2ccc(Cl)cc2)C12c1ccccc1-c1ccccc12,-1.7,-0.1,-142
CN(C)CC1CCCCC1OC(=O)c1ccc(Cl)c(Cl)c1 (stereo not given),-0.24,-0.61,26
O=C(Nc1ccccc1)Oc1ccccc1,1.8,3,-14
CCCCn1c(O)c(C(CC)=NCc2ccc3c(c2)OCO3)c(=O)[nH]c1=O,-1.4,0.25,50
C=CCn1c(O)c(C=Nc2ccc(N(CC)CC)cc2)c(=O)[nH]c1=O,0.64,0.54,36

# Next part, starting with the last 2 of the part before.
smiles,sdo1 growth,sdo1 growth Rescue 24 h,INS promoter inh
CCCCn1c(O)c(C(CC)=NCc2ccc3c(c2)OCO3)c(=O)[nH]c1=O,-1.4,0.25,50
C=CCn1c(O)c(C=Nc2ccc(N(CC)CC)cc2)c(=O)[nH]c1=O,0.64,0.54,36
Clc1cccc(N2CCNCC2)c1Cl,-0.26,-1.1,-50
O=C(c1ccccc1)c1cn(CC(=O)N2CCOCC2)c2ccccc12,0.63,0.88,25
O=C(c1ccc2nc(-c3ccco3)c(-c3ccco3)nc2c1)N1CCC2(CC1)OCCO2,0.84,0.45,.
CC1(C)CN2C(c3ccc(Cl)cc3)N2C1 (stereo not given),1.6,1.4,-19
CN(C)CCCN=Cc1c(O)n(CCc2ccccc2)c(=O)[nH]c1=O,-0.23,-0.72,7
c1ccc2c(c1)CSc1ccccc1C2C1=NCCN1 (stereo not given),2,2,.
COC(=O)C(O)(c1ccc(NC(=O)Oc2ccccc2)cc1)C(F)(F)F (stereo not given),0.32,0.35,-6
NCC(O)c1ccc(O)cc1 (stereo not given),0.98,0.96,29
COc1cccc(NP(=O)(Oc2ccccc2Cl)Oc2ccccc2Cl)c1,-0.59,-0.63,.
Cc1ccc(-c2nc3ccccc3c(=O)n2-c2ccc(O)cc2)cc1,.,.,-20
CC(=O)NN1C(=O)c2ccccc2NC1c1cccnc1 (stereo not given),.,.,-71
CCc1nc2ccccc2c(=O)n1-c1cccc(OC)c1,0.15,-0.46,-14
CC(=O)NC1CC2CCCC(C1)N2 (stereo not given),0.41,0.16,.
CCCCOP(=O)(OCCCC)/C(C#N)=C(/C)O,-0.09,-0.72,28
Cc1ccc(C)c(Cn2c(C(=O)O)c(C=O)c3ccccc32)c1,.,.,-53
O=C1NC(=O)C(CCc2ccccn2)(Cc2ccc3c(c2)OCO3)C(=O)N1CCc1ccccc1 (stereo not given),-0.01,0.8,i
CCCC[N+]12CCC(CC1)C(C(=O)c1cccs1)C2 (stereo not given),-0.44,-0.25,-6
Nc1cc(N2CCNCC2)c([N+](=O)[O-])cc1Cl,-0.03,-0.9,31
COc1cc(OC)c(OC)cc1CNCCc1ccc(OC)c(OC)c1,1.8,2,.
CCN(CC)Cc1c[nH]c2ccccc12,0.27,0.15,-21
C=CCOC(=O)C1=C(C)OC(N)=C(C#N)C12C(=O)N(CN1CCOCC1)c1ccccc12 (stereo not given),0.25,0.43,.
O=C(O)CP(=O)(O)c1ccc(Cl)cc1,-0.71,-1.3,50
COc1ccc(C2C(C(=O)N3CCC4(CC3)OCCO4)CC(=O)N2c2ccc(OC)cc2)cc1 (stereo not given),0.67,0.39,0
CCCNS(=O)(=O)c1ccc(OCC(=O)N2CCN(Cc3ccccc3)CC2)cc1,1.1,0.62,-73
COc1ccc(-c2nc3ccccc3c(=O)n2-c2cccnc2)cc1,-0.31,-1.4,.

# Next entries follow.
smiles,sdo1 growth,sdo1 growth Rescue 24 h,INS promoter inh
CCn1cc(CN2CCCC(C(=O)c3cccc(OC)c3)C2)c(C)n1 (stereo not given),.,.,-52
CCC(=NCCC(c1ccccc1)c1ccccc1)c1c(O)n(C)c(=O)n(C)c1=O,-0.99,-1.6,.
Cc1cc(C)n2c(Br)c(CN3CC4CC(C3)c3cccc(=O)n3C4)nc2n1 (stereo not given),1.5,1.5,-41
CC1=CC(C)C(COC(N)=O)(COC(N)=O)C(C)C1 (stereo not given),-0.25,-0.83,.
c1ccc2c3c(ccc2c1)OCC1CONC31 (stereo not given),.,.,-29
Cc1nn(-c2ccccc2)c2c1CC1(C(=O)N(C)C(=O)N(C)C1=O)C1CCCCN21 (stereo not given),0.86,0.51,38
COc1ccc(C(C)=O)cc1CC(C(=O)c1ccccc1)N(C)C (stereo not given),-0.82,-1.9,6
CCOC(=O)c1c(C)n(Cc2ccco2)c2ccc(OC)cc12,-0.97,0.19,0
Cc1cc(/C=C2/C(=O)NC(=O)N(Cc3ccco3)C2=O)c(C)n1-c1ccc(C(=O)O)cc1,.,.,0
c1ccc2c(c1)CC1CNCc3cccc(c31)S2 (stereo not given),-0.7,-1,-55
CC(C)CC12CN3CCN(CC(C3)C1O)C2 (stereo not given),1.6,0.43,11
CCCCn1c(=O)c(C(=O)Nc2cnccn2)c(O)c2ccccc21,-0.92,-0.14,-27
CN(C)Cc1ccccc1OC(=O)N(C)C,0.23,-0.47,73
Nc1ccc(C2(c3ccc(N)cc3)CCCCC2)cc1,.,.,7
O=C(Nc1ccc(F)cc1)N1CC2CC(C1)c1cccc(=O)n1C2 (stereo not given),0.79,0.2,-63
NC(=O)OCCSc1nnc(-c2cccc(C(N)=S)c2)o1,1.4,0.9,6
Cc1ccc(O)c(CN2CCN(c3ccccc3)CC2)c1,0.53,1.8,.
CCOc1ccc(C2(C#N)CC[N+](C)(C)CC2)cc1,0.63,0.3,20
CCn1c(O)c(C=NCc2cccs2)c(=O)[nH]c1=O,1.3,1.2,-21
COc1ccc(C=C2C(=O)N(C)C(=O)N(C)C2=O)cc1CSc1ccccn1,0.36,-0.08,11
CC(C)(C)NC(=O)Cn1cc(C(=O)c2ccccc2F)c2ccccc21,0.1,0.1,-107
CC/C(=N\Nc1cccc2ccccc12)c1c(O)[nH]c(=O)[nH]c1=O,1.1,1.9,.
O=C1NC(=O)C(=Cc2ccc(SC3CCCCC3)o2)C(=O)N1,.,.,-45
CN(C)c1nc(-c2ccccc2)[n+](C)s1,0.62,0.36,.
CCOC(=O)C(O)(c1ccc(NC(=S)NC(=O)c2ccc(Cl)cc2Cl)cc1)C(F)(F)F (stereo not given),0,0.32,3

# Other records.
smiles,sdo1 growth,sdo1 growth Rescue 24 h,INS promoter inh
O=C1/C(=C/c2ccc([N+](=O)[O-])cc2)N2CCC1CC2,-0.13,-0.29,.
COc1cc(CN2CCN(C(=O)COc3ccccc3)CC2)cc(OC)c1OC,0.76,0.72,.
CCCC1=C(C(=O)OCC)C2(C(=O)Nc3ccccc32)C(C#N)=C(N)O1 (stereo not given),0.25,-0.21,.
CN1CCN(c2cc([N+](=O)[O-])ccc2Cl)CC1,.,.,18
O=Cc1cn(Cc2ccc([N+](=O)[O-])cc2)c2ccccc12,-1.3,-0.98,47
COc1ccc(Cn2c(O)c(C=Nc3c(C)n(C)n(-c4ccccc4)c3=O)c(=O)[nH]c2=O)cc1,0.87,1.3,-14
O=C(c1ccccc1F)c1cn(Cc2ccc(F)cc2)c2ccccc12,-1.1,-0.14,-20
CCOC(=O)C1=C(C)OC(N)=C(C(=O)OCC)[C@@]12C(=O)N(CC(N)=O)c1ccccc12,0.08,-0.38,.
CCC(CC)NC1CCCCC1OC (stereo not given),0.1,-0.12,7
CN1C(=O)C(=CN2CCN(C(=O)c3ccco3)CC2)C(=O)N(C)C1=S,0.43,0.35,4
C/C(=N\Nc1ccccc1)c1c(O)n(Cc2ccccc2)c(=O)[nH]c1=O,-1.6,-2.1,.
CCOC(=O)c1c(C)n(CCN2CCN(C)CC2)c2ccc(OC)cc12,0.13,-0.05,-17
OC(CNC1CCCCC1)C(F)(F)F (stereo not given),.,.,7
CC(Cc1ccccc1)NC(=O)CN1CCCC1=O (stereo not given),0.06,-0.27,-3
CC(C)CCn1c(N)c(C(=O)NCc2cccs2)c2nc3ccccc3nc21,0.1,1.8,44
COc1ccccc1N1CCN(Cc2ccccc2F)CC1,-0.05,0.13,-25
Cc1nc2ccccc2c(=O)n1-c1ccc(F)cc1,0.3,0.47,30
O=C(CNC(=O)c1ccccc1Cl)Nc1ccc(Br)cc1C(=O)c1ccccc1,-0.87,-0.64,-14
CCN(CC)S(=O)(=O)c1ccc(NN=C(C#N)C#N)cc1,1,1.4,40
COc1ccc(OC)c(C2=NOC(C(=O)N3CCC4(CC3)OCCO4)C2)c1 (stereo not given),0.76,-0.07,-4
O=c1[nH]c(O)c(N=Nc2cccc(S(=O)(=O)N3CCOCC3)c2)c(=O)[nH]1,.,.,0
CCOC(=O)N1CCC(NC(=O)CCc2nc(C3=CCN(C)CC3)no2)CC1,-1.1,-0.95,-36
CCn1c(O)c(/C=N/N2CCOCC2)c(=O)n(CC)c1=S,0.94,0.65,33
CC12CN3CC(C)(CN(C1)C3c1cccs1)C2O (stereo not given),0.13,-0.67,30
COc1ccc(CCNCc2ccccc2F)cc1OC,-0.45,-0.99,31

# The results go on.
smiles,sdo1 growth,sdo1 growth Rescue 24 h,INS promoter inh
Cc1nc2nc(SCC(=O)N3CCC4(CC3)OCCO4)nn2c(C)c1Cc1ccccc1,1,1.4,-23
CCOC(=O)c1sc(/N=C/c2c(O)n(-c3cccc(C)c3)c(=O)[nH]c2=O)c(C#N)c1C,-0.38,-0.74,.
CN1CCN(c2ncnc(Cl)c2N)CC1,.,.,-7
COc1ccc(CCn2c(O)c(C=NCCN3CCCCC3)c(=O)[nH]c2=O)cc1OC,0.08,-0.42,-41
CC(=O)Nc1ccccc1C(=O)OCC(=O)c1ccc2ccccc2c1,-1.2,-0.72,.
CN(C)C(=O)Oc1ccc(-c2nnco2)cc1,1.2,0.05,.
CCCc1nc2ccccc2c(=O)n1-c1ccccc1OC,-0.57,-0.87,-14
O=c1[nH]c(=O)n(Cc2ccc(F)cc2)c(O)c1C=Nc1ccc(Cl)cc1,.,.,24
C=CCN(CC=C)Cc1c[nH]c2ccccc12,2,1.2,.
CCS(=O)(=O)N1CCCC(C(=O)N2CCC3(CC2)OCCO3)C1 (stereo not given),-0.01,0.13,-31
CC(C)N(CC(O)c1cccc([N+](=O)[O-])c1)C(C)C (stereo not given),0.09,0.57,-8
O=C1NC(=O)C(Cc2cccs2)C(=O)N1,0.52,1.4,0
CCOC(=O)C(O)(c1ccc(NC(=O)Oc2ccccc2)cc1)C(F)(F)F (stereo not given),0.2,0.42,3
O=C(c1ccccc1F)c1cn(CC(=O)N2CCOCC2)c2ccccc12,-0.4,-0.37,-43
O=c1c(C=NCCN2CCNCC2)c(O)n(C2CCCCC2)c(=O)n1C1CCCCC1,0.02,0.04,-12
CCCCCSc1cc(OC)c(CCN)cc1OC,0.19,1.6,.

# 3 records picked at random from those above, as already listed:
smiles,sdo1 growth,sdo1 growth Rescue 24 h,INS promoter inh
CN(C)CCCN=Cc1c(O)n(CCc2ccccc2)c(=O)[nH]c1=O,-0.23,-0.72,7
CC(Cc1ccccc1)NC(=O)CN1CCCC1=O (stereo not given),0.06,-0.27,-3
N[C@@H](Cc1c[nH]c2ccccc12)c1nnc(SCc2ccc(Cl)cc2)o1,-2.3,-0.87,-27
